MCF10A rerep – A quantitative high throughput screen for small molecules that induce DNA re-replication in MCF 10a normal breast cells; MCF 10A DNA re-replication, Hoechst nuclear intensity, 48 h; Potency, µM (highest dose often 46.1 µM), for the others: top-dose activity, positive = re-replication, hits mostly activators; actives 2.9% (n = 350,000); also: potency is read from the fitted curve at half-maximal effect; % of control where 0% means no effect; nearly all actives have a fitted effect of over 50% in size
ATXN2 expr inh – Primary qHTS for Inhibitors of ATXN expression; HEK-293 ATXN2-luciferase reporter, luminescence, 24 h; Potency, µM (doses to about 57 µM), without a hit: at the top dose activity change, negative = inhibition, hits mostly inhibitors; actives 0.72% (n = 360,000); AID 1745845, 2022; also: potency is read from the fitted curve at half-maximal effect; % is scaled to controls: 0 for no effect and ±100 for the full control effect; nearly all actives have a fitted effect of over 55% in size
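qHTS (up to 57 uM final) was run with 24 h compound exposure of reporter cells at 37 °C. Each well was multiplexed: SteadyGlo luminescence measured ATXN2-luciferase expression after a fluorogenic Gly-Phe-AFC viability readout (25 uM final).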
A549 tox – Nrf2 qHTS screen for inhibitors: counterscreen for cytotoxicity; A549 ARE-Fluc cells, CellTiter-Fluor viability, 18-24 h; Potency, µM (highest dose often 46 µM), inactives show at the top dose activity change, negative = cytotoxicity, hits mostly inhibitors; actives 0.16% (n = 390,000); AID 504648, 2011; also: potency is read from the fitted curve at half-maximal effect; % is scaled to controls: 0 for no effect and ±100 for the full control effect
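A549 ARE-Fluc cells in 5% FBS OPTI-MEM, 5000 cells/well, rested 2 h then exposed to compounds in concentration-response for 18-24 h at 37 °C. Viability by CellTiter-Fluor fluorescence (Ex 405/Em 525) after 30 min; luciferase luminescence (BugLite, 15 min, RT) read afterwards.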
HepG2 tox – qHTS for Inhibitors of TGF-b: Cytotox Counterscreen; AID 588856, 2011; Potency, µM (top dose mostly 46.1 µM), for inactives: at the highest dose activity change, negative = cytotoxicity, hits mostly cytotoxic; actives 0.76% (n = 410,000); HepG2 CAGA-GFP viability, ATP luminescence, 18 h; also: potency is read from the fitted curve at half-maximal effect; some results filed as inactive show a strong effect at the top dose
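CellTiter-Glo luminescence gave cytotoxicity after 18 hours at 37 degrees C. The cells were HepG2 CAGA-GFP in 1% FBS DMEM, stimulated with 500 pg/mL TGF-beta after compound addition. %Activity was normalised to no-cell wells (complete cell-killing) and DMSO (no toxicity), and curves were fitted and classified.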
TGFb inhibitor – qHTS for Inhibitors of TGF-b | HepG2 CAGA-GFP TGF-b/SMAD3 reporter, GFP fluorescence, 18 h; TGF-beta stimulated, 500 pg/mL final | Potency, µM (highest dose often 46.1 µM), for inactives: top-dose activity, negative = inhibition, most hits filed as inhibitors | actives 1.2% (n = 410,000) | AID 588855, 2011; also: potency is read from the fitted curve at half-maximal effect; % is scaled to controls: 0 for no effect and ±100 for the full control effect; nearly all actives have a fitted effect of over 65% in size
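Inhibition of TGF-beta-driven CAGA-GFP reporter expression in HEPG2 cells is measured by cellular GFP fluorescence after 18 h stimulation with 500 pg/mL recombinant TGF-beta in 1% FBS medium at 37 degrees C.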
IL-1B inflam inh – qHTS for Inhibitors of Inflammasome Signaling: IL-1-beta AlphaLISA Primary Screen; AID 743279, 2014; actives 4.7% (n = 360,000); THP-1 LPS/ATP IL-1B secretion, AlphaLISA, 16 h; active compounds read low; activity change, % at 57.5 µM; in the data active = activity change below about -50%; inconclusive = mostly about -30% to -49%; also: % is scaled to controls: 0 for no effect and ±100 for the full control effect
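THP-1 cells pretreated 1 hr with compounds (up to 57.5 uM final), then stimulated with LPS (250 ng/mL final) plus ATP (1.25 mM final); secreted IL-1B measured by AlphaLISA after 16 hr, decreased signal indicating inhibition.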
Nrf2 block – Nrf2 qHTS screen for inhibitors; Potency, µM (top dose mostly 46 µM), without a hit: at the top dose activity change, negative = inhibition, actives largely listed as inhibitors; A549 ARE-Fluc reporter, luciferase luminescence, 18-24 h; actives 2.1% (n = 360,000); also: potency is read from the fitted curve at half-maximal effect; % is scaled to controls: 0 for no effect and ±100 for the full control effect; nearly all actives have a fitted effect of over 60% in size
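Two sequential reads on A549 ARE_Fluc cells exposed to compound for 18-24 h: a CellTiter-Fluor fluorescence read for viability, then a luciferase luminescence read for Nrf2/ARE activity.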
Nrf2 activator – qHTS of Nrf2 Activators; AREc32 ARE-luciferase reporter (MCF7-derived line), luminescence, 24 h; Potency, µM (top dose mostly 46.1 µM), for the others: at the highest dose activation, hits mostly activators; AID 624171, 2012; actives 0.31% (n = 410,000); also: potency is read from the fitted curve at half-maximal effect; % of control where 0% means no effect; nearly all actives have a fitted effect of over 65% in size
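Each well held 1000 AREc32 cells, which were incubated with compound for 24 hr at 37 deg C after overnight attachment, and ARE reporter activity was quantified by firefly luciferase luminescence.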
ATXN viability – Viability Counterscreen for Primary qHTS for Inhibitors of ATXN expression | S2 cells (HEK-293 line with an ATXN2-luciferase reporter) viability, CellTiter-Fluor protease fluorescence, 24 h | Potency, µM (titrated, usually from 56.7 µM), actives largely listed as cytotoxic | actives 0.49% (n = 400,000); also: potency is read from the fitted curve at half-maximal effect; nearly all actives have a fitted effect of over 40% in size
* = called active by the depositor; i = inactive; ? = inconclusive; . = no result given; & = joins results of further samples; [ ] = remark or other dose. Unless noted, calls follow the shape of the dose curve; as a rule, active = well fitted curve in the direction sought with a large enough effect; inconclusive = small, poorly fitted or top-dose-only effect, or another doubt; inactive = no such curve, though single readings can be large; an effect the other way counts as inactive or inconclusive.

mol | ATXN viability | IL-1B inflam inh | HepG2 tox | Nrf2 activator | TGFb inhibitor | MCF10A rerep | Nrf2 block | ATXN2 expr inh | A549 tox
Cc1cc(C)c2cc(CN(CCO)C(=O)NC3CCCCC3)c(=O)[nH]c2c1 | i | -52.4* | -7.7% | 2.3% | -3.3% | 12.0% | 11.0% | -10.4% | -0.2%
CC(C)C[C@@H](CN1CCC[C@@H]1CN1C(=O)C(=O)NC[C@@H]1Cc1ccccc1)N1C[C@H](Cc2ccccc2)N(CC2CCCCC2)C(=O)C1=O | 22.4µM* | ? | . | 4.4% | . | . | . | ? | .
O=C1CCN(C(=O)c2ccccc2)C2CCCCC12 (stereo not given) | i | -3.1 | 2.0% | 3.9% | 3.8% | -0.2% | 3.6% | 3.2% | 0.6%
CCOc1ccc(NC(=O)CCNS(=O)(=O)c2ccc3c(c2)CCCC(=O)N3)cc1 | i | . | -8.5% | -1.2% | 5.3% | . | -0.6% | -5.9% | 2.6%
Nc1ccc(C(=O)Nc2cccc(N)c2)cc1 | i | 18.0 | -7.4% | 0.3% | 0.3% | -2.6% | 16.4% | . | -3.9%
CCOc1ccc2[nH]c(=O)c(CN(Cc3cccs3)C(CC)c3nnnn3C(C)(C)CC)cc2c1 (stereo not given) | i | ? | -18.3% | 0.9% | 3.3% | ? | ? | -17.5% | ?
O=C(CCc1nnc2ccc(NCc3ccco3)nn12)N1CCN(c2ccc(F)cc2)CC1 | i | 0.0 | -13.1% | 2.0% | 6.8% | -1.2% | -12.5% | 2.3% | -4.0%
CCCCOc1cccc(C(=O)Nc2sc3c(c2C(=O)OCC)CCCC3)c1 | i | . | -9.5% | 2.3% | -16.8% | . | -1.4% | -5.8% | -2.3%
CCOC(=O)Cc1csc(NC(=O)CSc2nccn2C)n1 | i | 4.5 | 0.9% | -0.1% | -2.4% | -0.5% | 0.7% | -1.4% | 8.2%
Clc1ccccc1Nc1c2c(nc3ncnn13)CCC2 | i | 26.1 | 0.1% | 0.1% | 7.9% | 5.5% | -5.1% | 0.1% | 4.9%
O=C(CC1C(=O)NCCN1Cc1ccc(F)cc1)NCCCn1cccn1 (stereo not given) | i | 17.8 | -0.4% | -0.4% | 21.5% | 5.0% | -25.8% | . | -1.5%
COc1ccc2nc(SC(C)C(=O)NCC(=O)Nc3ccc(F)c(F)c3F)[nH]c2c1 (stereo not given) | i | 4.5 | 19.0% | 1.9% | 0.0% | -0.5% | -14.5% | 5.9% | 0.8%
CCOC(=O)N1CCN(c2nc(-c3cccc(OC)c3)cc(C(F)(F)F)n2)CC1 | i | -7.8 | -19.1% | 0.2% | 9.7% | ? | ? | -18.8% | -1.2%
CCOC(=O)c1cnc2cc(-c3ccc(C(C)(C)C)cc3)nn2c1N | i | 21.7 | 2.1% | 5.5% | 20.6% | 1.9% | ? | 5.3% | -2.0%
Cc1ccc(OCCSc2nc3ccccc3n2CC(=O)N2CCOCC2)c(C)c1 | ? | . | -11.3% | -0.8% | 7.3% | . | 8.6% | 5.4% | 13.3%
CCOc1ccccc1NS(=O)(=O)c1cn(C)nc1C | i | 4.8 | 2.6% | -0.8% | -52.4% | 1.1% | -16.6% | 7.6% | 2.6%
O=C(c1cccc(Cl)c1)N(Cc1cccc(F)c1)C1CCS(=O)(=O)C1 (stereo not given) | . | . | -5.3% | -0.7% | -29.2% | . | 12.7% | . | 0.4%
Cc1ccc(OCC(=O)Nc2ccccc2C(=O)OCc2cc(=O)n3nc(C4CC4)sc3n2)cc1 | i | . | 0.7% | 0.9% | -1.8% | . | . | -4.1% | -10.7%
O=c1cc(NS(=O)(=O)c2ccccc2)nc(SCc2ccccc2Cl)[nH]1 | i | 0.0 | 2.5% | -0.4% | -8.1% | ? | 7.8% | -7.4% | -10.0%
CCOc1ccc(-n2c(SCC(=O)N3CCOCC3)nc3c([nH]c4ccccc43)c2=O)cc1 | i | . | -3.1% | 0.2% | 1.5% | . | . | 2.8% | 10.8%
N#Cc1ccccc1S(=O)(=O)N1CCN(C(=O)CCC2CCCC2)CC1 | . | 8.9 | 18.3% | 2.3% | 14.1% | 1.2% | -29.0% | . | ?
Cc1ccc(Cl)c2c1NC(=O)C2(O)CC(=O)c1ccc(Br)cc1 (stereo not given) | i | 38.7 | -10.0% | 17.7% | -20.5% | -1.7% | 23.2% | -2.2% | -0.3%
O=C(NC1CCCCC1)C1CN(S(=O)(=O)c2ccccc2)CCN1S(=O)(=O)c1ccccc1 (stereo not given) | ? | -2.0 | 5.9% | 0.2% | 6.6% | 1.2% | -15.0% | 0.6% | -6.3%
COc1ccc2oc(C(=O)OCC(=O)NC3(C#N)CCCC3)c(C)c2c1 | ? | 8.7 | -22.1% | 0.1% | 3.9% | -3.1% | -25.8% | 6.7% | 0.0%
CCn1ccc2cc(S(=O)(=O)N3CCC(C(=O)NCc4cccc(Cl)c4)CC3)ccc21 | i | . | -9.5% | 1.2% | ? | . | . | -1.1% | -9.8%
COC(=O)CSc1nc(C)c(C(C)=O)cc1C#N | i | -2.9 | 7.3% | 5.2% | 1.0% | 1.1% | 15.3% | 37.8% | -10.6%
Cc1ccc(NC(=O)Cn2ccsc2=N)cc1S(=O)(=O)N(C)C | i | 30.2 | -18.8% | -1.0% | 13.0% | 1.4% | ? | 3.9% | -2.2%
c1ccc(C2(Cn3ccc4ccccc43)OCCO2)cc1 | i | 21.7 | -1.7% | -0.5% | 7.4% | 5.6% | 15.1% | -2.8% | -1.3%
Clc1ccc(OCCN2CCN(c3ncnc4sccc34)CC2)cc1 | i | -8.1 | -39.1% | -0.7% | -12.0% | 8.0% | 0.259µM* | -29.0% | -4.7%
COc1ccc(C(CNC(=O)C(=O)NC2CCCC2)N2CCN(C)CC2)cc1 (stereo not given) | i | 9.6 | -5.8% | -0.1% | 17.5% | 2.8% | 5.1% | 5.0% | 6.3%
Cc1cc(C)n2nc(CC(=O)NC3CCCC(C)C3C)nc2n1 (stereo not given) | i | 12.6 | 14.4% | -1.0% | -16.6% | -18.1% | . | -5.9% | 23.4%
CCC(=O)N1CCc2cc(S(=O)(=O)N3CCCCC3CC)ccc21 (stereo not given) | i | -4.4 | 1.3% | -1.9% | 17.7% | 0.2% | -20.0% | 4.7% | 0.4%
COc1ccc(NC(=O)COc2coc(CN3CCN(c4ccccc4)CC3)cc2=O)cc1 | i | 0.9 | 1.5% | 0.3% | 62.2%[activator] | 5.1% | 1.1% | -9.2% | 8.3%
Cc1ccccc1N(CC(N)=O)S(C)(=O)=O | i | -6.8 | 16.4% | 0.3% | -0.6% | -2.4% | 7.1% | 1.4% | 1.0%
Cc1cc(C)cc(-n2cnc3cc(C(=O)NCCc4ccccc4)ccc32)c1 | . | . | -20.0% | -0.5% | ? | . | . | . | -13.3%
O=C(COC(=O)c1ccc(Br)cc1)NCCN1C(=O)CSC1=O | i | 8.8 | 12.3% | -0.4% | -4.9% | -8.2% | -3.4% | . | 1.6%
Cc1cc(C(=O)NCCCN2CCOCC2)n(-c2ccccc2)n1 | i | 11.3 | 4.9% | -1.2% | 2.8% | -1.2% | 13.7% | 2.5% | -2.3%
Cc1ccc(-c2cc(C(=O)NCCCn3ccnc3)no2)cc1 | i | -4.2 | 10.1% | 4.0% | 5.3% | 17.1% | -2.8% | . | 6.4%
COc1cccc(NC(C)C(=O)Nc2cc([N+](=O)[O-])ccc2Cl)c1 (stereo not given) | ? | -2.4 | -9.8% | 0.2% | -9.3% | ? | -4.1% | 0.6% | -8.6%
CCC(=O)Nc1cccc(-c2nc3ccccc3c(=O)o2)c1 | i | 15.0 | 7.1% | -0.2% | -21.5% | -5.2% | 10.0% | 12.4% | -1.7%
C[C@@H]1NC(=O)N(c2ccc(F)cc2)C1=O | i | 17.0 | 8.7% | -0.8% | -42.0% | -16.5% | 2.1% | 13.5% | -1.3%
CC(C)n1nnc2ccccc2c1=O | i | -5.7 | 3.3% | -0.4% | 21.5% | 3.5% | -7.9% | -0.1% | .
CN(CCC1CCOCC1)C(=O)CC1C(=O)NCCN1Cc1ccoc1 (stereo not given) | ? | 14.8 | -1.9% | 0.6% | 10.5% | -20.1% | 9.6% | 6.9% | -4.5%
CCOc1ccc(CCNC(=O)Cc2ccc(NC(=O)N3CCSc4ncccc43)cc2)cc1 | . | . | -3.0% | 0.4% | 0.0% | . | ? | . | 3.7%
C=C[C@@H]1c2ccccc2N(S(=O)(=O)c2ccc(C)cc2)[C@H](c2ccccc2)C1(C#N)C#N | i | 20.4 | -4.0%&-18.3% | 4.9% | ? | -4.8% | 6.0% | -1.4% | -0.7%
CC(C)c1ccc(NC(=O)c2cccc3c2C(=O)N(C2CCCCC2)C3)cc1 | i | . | -0.6% | 0.1% | -3.2% | . | ? | 14.6% | 13.9%
CC(C)C(=O)Nc1ccc(NC(=O)c2cccc3c(Br)cccc23)cc1 | ? | -7.7 | 1.8% | -0.4% | 0.0% | 7.1% | -15.5% | -26.0% | -0.3%
CC1CCN(S(=O)(=O)c2cc(C(=O)N3CCN(c4cccc(Cl)c4)CC3)n(C)c2)CC1 | i | . | -8.2% | 2.8% | ? | . | . | -4.3% | -0.6%
Cc1sc2nc(COC(=O)CNC(=O)c3ccc(C(C)(C)C)cc3)[nH]c(=O)c2c1C | ? | 29.1 | 8.3% | 0.3% | -0.8% | ? | 1.9% | 17.7% | 1.1%

Records listed so far shown as hits in IL-1B inflam inh.
mol	IL-1B inflam inh	Nrf2 activator	TGFb inhibitor
Cc1cc(C)c2cc(CN(CCO)C(=O)NC3CCCCC3)c(=O)[nH]c2c1	-52.4*	2.3%	-3.3%

Assay outcomes: PubChem BioAssay, National Center for Advancing Translational Sciences (NCATS)
